14-3-3 PPI = alters human 14-3-3 gamma binding to Raf peptide | P61981 | FP, 14-3-3gamma / TMR-pS259-Raf peptide binding | inhibition, % at 40 µM | hit rate 0.19% among 160,000 | AID 422; in the data active means inhibition above about 30%;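 further: 0% = protein plus tracer without compound and 100% = blank with tracer alone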
Target sequence (P61981 whole entry, looked up): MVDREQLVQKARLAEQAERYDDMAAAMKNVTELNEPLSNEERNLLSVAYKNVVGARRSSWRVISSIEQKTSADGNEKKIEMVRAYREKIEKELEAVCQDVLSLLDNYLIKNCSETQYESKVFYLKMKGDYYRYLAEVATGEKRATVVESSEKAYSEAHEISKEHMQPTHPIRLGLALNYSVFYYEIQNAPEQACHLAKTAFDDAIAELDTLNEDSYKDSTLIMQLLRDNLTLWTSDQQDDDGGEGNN
Active calls of the source: *; & = joins results of further samples. This is a subset; rates above refer to the full screens.

14-3-3 PPI | SMILES
-4.2 | CCOC(=O)c1cnc2ccc(Br)cc2c1NCCCN1CCOCC1
-3.1 | COc1ccccc1CNC(=O)c1ccc(OC(C)=O)cc1
-13.5 | CCOC(=O)c1c(C)n(C)c2c1cc(O)c1occ(C)c12
6.4 | COc1ccc(S(=O)(=O)N2CCC(CN3C(=O)c4cccc5cccc(c45)C3=O)CC2)cc1
-10.7 | Cc1ccc(N2CC(C(=O)NCCCn3ccnc3)CC2=O)cc1 (stereo not given)
65.8* | Cc1ccc2cc3cc(C(=O)NCCCN4CCN(C)CC4)oc3nc2c1
-4.5 | O=C(CSc1nccn1-c1cccc(Cl)c1)NC1CCCCC1
-11.6 | CC(C)(C)Nc1ncnc2c1sc1nc3c(cc12)COC(C)(C)C3
-11.2 | NC(=O)CSc1nc2scc(-c3ccco3)c2c(=O)n1-c1ccccc1
-10.8 | O=C(Nc1ccc(NC(=O)c2ccco2)c(Cl)c1)c1ccc(I)cc1
-3.9 | CC(=O)c1ccc(NC(=O)C(C(C)C)N2C(=O)c3ccccc3C2=O)cc1 (stereo not given)
-11.4 | Cc1ccc2nc(NC(=O)CCCN3C(=S)NC(C)(C)CC3C)sc2c1 (stereo not given)
3.5 | Cn1nnnc1SCC(=O)NCCCc1ccccc1
-74.5 | Cc1ccc(S(=O)(=O)c2nc(-c3ccc(F)cc3)oc2SC(C)C)cc1
-12.5 | CCCCCn1c2nc3ccccc3nc2c2c(=O)n(CC3CCCO3)c(C)nc21 (stereo not given)
3.8 | COCCNC(=O)c1cc2c(=O)n(C)c3ccccc3c2n1C
2.8 | CCCN(C(=O)CSc1nnc(-c2ccoc2C)n1N)C1CCS(=O)(=O)C1 (stereo not given)
2.0 | CCN(CC)C(=O)COc1ccc2c(c1)C(=O)CC1(CCN(C(C)=O)CC1)O2
9.1 | Nc1nc(Nc2ccc(Cl)cc2Cl)nc(C(F)(F)F)n1
-3.5 | COCCNC(=O)C(c1ccc(C)o1)N(C(=O)c1snc(C(N)=O)c1N)c1cccc(C)c1 (stereo not given)
-7.1 | c1csc(Cn2nnnc2CN2CCN(c3nc4ccccc4s3)CC2)c1
0.5 | Cc1onc(-c2ccccc2)c1C(=O)N1CCCSC1=Nc1ccccc1
22.4 | C1=C(c2ccc(C3CCCCC3)cc2)N2CCN=C2S1
4.4 | COc1cc(C2C(C(=O)OC3CCCCC3)=C(C)NC3=C2C(=O)CCC3)cc(Cl)c1O (stereo not given)
-9.8 | CC(=O)NCc1ccc(-c2csc(N)n2)s1
-3.9 | C=CCn1c(CSc2nc3ccccc3s2)nnc1SCC(=O)NCCN1CCOCC1
-3.5 | NC(=O)c1sc2nc3c(c(-c4ccco4)c2c1N)CCCC3
0.0&-13.5 | CN(Cc1ccccc1)c1ncnc2ccc(Br)cc12
-4.4 | C=CCn1c2ccccc2c2nnc(SCC(=O)NC(C)(C)C)nc21
-26.8 | COC(=O)CSc1ncnc2c1sc1nc(-c3ccco3)c3c(c12)CC(C)(C)OC3
-0.1 | O=C(C1CCCCN1S(=O)(=O)c1ccccc1[N+](=O)[O-])N1CCCCC1 (stereo not given)
-0.9 | O=C(NCC1CCCO1)C(C(=O)c1ccc(F)cc1)n1ccccc1=O (stereo not given)
-4.3 | O=C(CCn1nnc2ccccc21)Nc1nnc(Cc2ccc(F)cc2)s1
7.3 | COc1cc2c(C(=O)N(C)c3cccc(C(F)(F)F)c3)cn(CC(C)C)c(=O)c2cc1OC
2.0&2.5 | COCCCNC(=O)c1ccc2c(=O)n(C3CCCC3)c(=S)[nH]c2c1
-9.1 | Cc1noc(C)c1COc1cccc(C(=O)OCC(=O)N2CC(=O)Nc3ccccc32)c1

Among those listed so far, two have a tert-butyl group.
14-3-3 PPI | SMILES
-11.6 | CC(C)(C)Nc1ncnc2c1sc1nc3c(cc12)COC(C)(C)C3
-4.4 | C=CCn1c2ccccc2c2nnc(SCC(=O)NC(C)(C)C)nc21

(list continues)
14-3-3 PPI | SMILES
-16.2 | CC1=C(C(=O)OCCc2ccccc2)C(c2ccccc2Cl)NC(=O)N1 (stereo not given)
-5.5 | CN1C(=O)c2ccccc2C(C(=O)Nc2cccc(C(F)(F)F)c2)C1c1c[nH]c2ccccc12 (stereo not given)
-10.3 | O=C(CCC1COc2ccccc2O1)NCc1ccco1 (stereo not given)
-9.9 | Cc1ccccc1N1C(=O)c2sc3nc4c(c(=O)n3c2C1=O)CCC4
7.2 | CCOc1ccc(-n2c3nc(=O)n(C)c(=O)c-3cc3ccccc32)cc1
2.0 | COc1ccc(S(=O)(=O)N2CC3C4C=CC(C4)C3C2)cc1 (stereo not given)
-17.2 | CCCOC(=O)c1ccc(OCC(O)CN2C(=O)NC(C)(C)C2=O)cc1 (stereo not given)
-1.7 | COc1ccc(S(=O)(=O)N2CCCC(C(=O)NCCC3=CCCCC3)C2)cc1 (stereo not given)
-18.5 | CCOC(=O)c1cc2c(=O)n3ccccc3nc2n(C(C)C)c1=NC(=O)c1cccnc1
-4.2 | CCC(=O)N1CCc2cc(S(=O)(=O)NCc3ccc(F)cc3)ccc21
-2.2 | Cc1sc2ncn(CC(=O)N(C)C3CCCCC3)c(=O)c2c1S(=O)(=O)N1CCCCC1
-11.7 | Oc1ccc(-c2nc3cc4ccccc4cc3nc2-c2ccccc2)cc1
-1.3 | O=C(NCc1ccccc1Cl)C1CCN(S(=O)(=O)c2ccc(F)cc2)CC1
-7.0 | CC(CC(C)C(=O)N1CCOCCOCCOCCOCC1)C(=O)O (stereo not given)
-13.9 | Cc1ccc(C(C)C)cc1S(=O)(=O)NCc1ccc2c(c1)OCO2
-3.2 | O=C(Cn1nnc(-c2ccccc2F)n1)Nc1ccc(S(=O)(=O)NC2CCCC2)cc1
-7.5 | COc1ccc(C(=O)CC(=O)C(=O)Nc2cc([N+](=O)[O-])ccc2OC)cc1
4.4 | CCOC(=O)CC1NCCNC1=O (stereo not given)
-2.4 | COc1ccc(-c2nc(CNS(=O)(=O)c3cc(OC)ccc3OC)cs2)cc1
9.2 | O=C(O)c1ccc(C(=O)c2c3c(=O)n(-c4ccc([N+](=O)[O-])cc4)c(=O)c3cc3c(=O)n(-c4ccc([N+](=O)[O-])cc4)c(=O)c23)cc1
11.1 | COc1ccc(CCC(=O)N2CCc3ccccc32)cc1
-3.2 | O=C(O)CSc1cccc2cccc(C(=O)O)c12
3.1 | COC(=O)C1=C(C)Nc2nnnn2C1c1ccc(OCc2ccc(C)cc2)cc1 (stereo not given)
-27.7 | CC1(C)Cc2c(C#N)c(N3CCN(C(=O)c4ccccc4)CC3)nc(-c3ccco3)c2CS1
-13.1 | CC(C)(C)NC(=O)CCn1nc(-c2ccc(Cl)cc2)ccc1=O
-8.8 | CCOC(=O)c1sc(N2C(=O)C(=O)/C(=C(/O)c3ccccc3)C2c2ccc(OC)cc2)nc1C (stereo not given)
-12.8 | Cc1nc(SCC(=O)Nc2cc(C)on2)c2c(C)c(C)sc2n1
0.7 | O=C(CN(Cc1ccc(Br)cc1)S(=O)(=O)c1ccccc1)N1CCN(c2ccccc2F)CC1
4.7 | CCCCOC(=O)Cn1c(=N)n(CCN2CCOCC2)c2ccccc21
1.9 | Nn1c(SCc2nc3ccccc3[nH]2)nnc1C1CCCCC1
2.1 | Cc1cc(C)nc(NS(=O)(=O)c2ccc(NC(=O)CCCN3C(=O)c4ccccc4C3=O)cc2)n1
-3.6 | O=C(Nc1ccc2c(c1)OCO2)C1CC(c2c(F)cccc2Cl)=NO1 (stereo not given)
-9.1 | Cc1cc(C)cc(N(C(C)C(=O)N2CCCCC2)S(C)(=O)=O)c1 (stereo not given)
-4.3 | CCc1ccc2nc(N3CCC(C(=O)NCCC(C)C)CC3)sc2c1
-4.8 | O=C(Cn1c2ccccc2c(=O)c2ccccc21)Oc1cccc(Br)c1
0.8 | CN(Cc1nc2ccccc2n1C)S(=O)(=O)c1ccc(Cl)cc1

Entries shown so far that contain fluorine (eleven):
14-3-3 PPI | SMILES
-74.5 | Cc1ccc(S(=O)(=O)c2nc(-c3ccc(F)cc3)oc2SC(C)C)cc1
9.1 | Nc1nc(Nc2ccc(Cl)cc2Cl)nc(C(F)(F)F)n1
-0.9 | O=C(NCC1CCCO1)C(C(=O)c1ccc(F)cc1)n1ccccc1=O (stereo not given)
-4.3 | O=C(CCn1nnc2ccccc21)Nc1nnc(Cc2ccc(F)cc2)s1
7.3 | COc1cc2c(C(=O)N(C)c3cccc(C(F)(F)F)c3)cn(CC(C)C)c(=O)c2cc1OC
-5.5 | CN1C(=O)c2ccccc2C(C(=O)Nc2cccc(C(F)(F)F)c2)C1c1c[nH]c2ccccc12 (stereo not given)
-4.2 | CCC(=O)N1CCc2cc(S(=O)(=O)NCc3ccc(F)cc3)ccc21
-1.3 | O=C(NCc1ccccc1Cl)C1CCN(S(=O)(=O)c2ccc(F)cc2)CC1
-3.2 | O=C(Cn1nnc(-c2ccccc2F)n1)Nc1ccc(S(=O)(=O)NC2CCCC2)cc1
0.7 | O=C(CN(Cc1ccc(Br)cc1)S(=O)(=O)c1ccccc1)N1CCN(c2ccccc2F)CC1
-3.6 | O=C(Nc1ccc2c(c1)OCO2)C1CC(c2c(F)cccc2Cl)=NO1 (stereo not given)

(cont.)
14-3-3 PPI | SMILES
-0.6 | CCCCNC(=O)CC1N=C2c3ccccc3N=C(SCC(=O)Nc3ccccc3C)N2C1=O (stereo not given)
-6.0 | CCCOc1ccc(C(=O)Nc2nc3c(OCC)cccc3s2)cc1
-7.2&1.6 | CCCSc1nc2c(cnn2-c2ccccc2)c(=O)[nH]1
-5.8 | O=C(CCCn1c(=O)[nH]c2ccccc2c1=O)N1CCN(c2ccc([N+](=O)[O-])cc2)CC1
-1.1 | CC(=O)NC(Cc1ccccc1)Cc1ccccc1
-5.5 | COc1cc(-c2nnc3n2N=C(c2ccccc2)CS3)cc(OC)c1OC
-19.8 | CCOc1cc(C2NC(=O)c3c(sc(C)c3C)N2)ccc1OC(=O)c1ccc([N+](=O)[O-])cc1 (stereo not given)
-3.1 | CN1CCN(c2ncnc3sc4c(c23)CCCC4)CC1
-4.8 | Cc1nc(N2CCN(Cc3ccccc3)CC2)nc2c1C(=O)CC(C)C2 (stereo not given)
11.8 | CCN(CC)CCNC(=O)c1ccccc1N
-5.0 | O=S(=O)(Nc1ccccc1Cl)c1ccccc1C(F)(F)F
-9.8 | O=C(COC(=O)c1cccnc1Nc1cccc(C(F)(F)F)c1)NCCN1C(=O)CSC1=O
4.2 | Cc1ccc2nc3c(cc(C#N)c(=O)n3-c3nccs3)c(=O)n2c1
-21.8 | CCC(Sc1nc2cc3c(cc2c(=O)n1Cc1ccc2c(c1)OCO2)OCO3)C(=O)Nc1ccc(OC)c(Cl)c1 (stereo not given)
-10.3 | CC(C)COc1ccc(-c2nn(-c3ccccc3)cc2CO)cc1
-7.6 | Cc1cc(Cl)c(S(=O)(=O)NC2CCCCC2)cc1OCC(=O)Nc1nncs1
-2.6 | O=C(CCNS(=O)(=O)c1cccs1)N1CCN(c2ccccc2F)CC1
-5.9 | N#CC1=C(N)Oc2n[nH]c(-c3cccs3)c2C1c1cccnc1 (stereo not given)
2.5 | CC(C)c1ccc(NC(=O)c2ccc([N+](=O)[O-])cc2Cl)cc1
-3.9 | CC(Oc1ccc(F)cc1)C(=O)NCc1ccc2c(c1)OCO2 (stereo not given)
-6.4&-5.5 | CCN(CC)CCNC(=O)CCn1c(=S)[nH]c2cc3c(cc2c1=O)OCO3
-11.0 | COc1ccc(-n2c(SC)nc(O)cc2=O)cc1
-14.2 | O=C(Nc1cccc(-c2nc3ccccc3[nH]2)c1)c1ccc2c(c1)OCCO2
-1.1 | CCOc1cc(C)nc(N2CCN(C3CCCCC3)CC2)n1
1.2 | O=c1c2[nH]c3ccc(F)cc3c2ncn1CCN1CCN(Cc2ccccc2)CC1
-80.7 | Cc1cc(N2CCN(c3ccccc3)CC2)n2c(nc3ccccc32)c1C#N
-1.0 | Cn1c(SCCC(=O)O)nc2ccccc21
-1.1 | O=C(O)CCCC(=O)Nc1nc2ccccc2s1
-2.0 | COc1cccc(OC)c1C(=O)N1CCN(Cc2ccccc2C)CC1
-2.5 | CC(=O)Oc1ccccc1C1OC(=O)c2ccccc2N1C(C)=O (stereo not given)
4.0 | COc1ccc(-n2c(O)c(C=NC3CC3)c(=O)[nH]c2=O)cc1
6.4 | Brc1ccc(OCc2nnc3n2CCCCC3)cc1
-15.1 | COc1ccc(CCCc2nnc(SCC(=O)Nc3cc(C)c(C)cc3Br)o2)cc1
3.8 | O=C(CSc1nnc(CNC(=O)c2cccs2)o1)c1ccccc1
-2.6 | CCSc1nnc2c(n1)OC(c1ccc(N(CC)CC)cc1OC)Nc1ccccc1-2 (stereo not given)
7.8 | Cc1n[nH]c(C)c1Sc1ccccc1N=Cc1ccccc1O
-1.1 | N#Cc1c(N)nc2c(c1-c1ccccc1Cl)CCCC2
-0.5&-14.9 | Cc1cc(C)c(C)c(OCc2nc(-c3cccnc3)no2)c1
1.8 | COc1ccc(CN2C(=O)C3C(c4ccc(C)cc4)OC4(C(=O)c5ccccc5C4=O)C3C2=O)cc1 (stereo not given)
-2.6 | O=C(NC1CCCCCC1)c1cc2n(n1)C(C(F)(F)F)CC(c1ccco1)N2 (stereo not given)
-3.3 | COc1ccc(N=Cc2cc(I)cc(C)c2O)cc1OC
-2.2 | CCCOC(=O)c1ccc(NC(=O)c2cccnc2)cc1
2.8 | CN1CCN(C2CCN(C(=O)CCC3CCCC3)CC2)CC1
-11.9 | COc1ccc(CNC(=O)CCSCc2ccccc2Cl)cc1
-6.8 | O=C(NCC1CCCO1)C1CCC(Cn2c(=S)[nH]c3ccsc3c2=O)CC1 (stereo not given)
-4.2 | COC(=O)c1ccc(NC(=O)C(C)Oc2ccccc2)cc1 (stereo not given)
17.6 | CCOC(=O)c1ccc(CNC(=O)c2cc3ccccc3oc2=O)o1
11.4 | Cc1ccccc1-c1nnc2s/c(=C\c3ccc(N(C)C)cc3)c(=O)n12
1.2 | COc1cccc(C(=O)N2CCN(Cc3ccccc3C)CC2)c1
-8.2 | Cc1cccc(C)c1NC(=O)Cn1c(=O)n(Cc2ccccc2)c(=O)c2c3c(sc21)CCC3
-4.3 | Cc1cc(C)c(N2C(=NC(=O)CCCC(=O)O)SC3CS(=O)(=O)CC32)c(C)c1 (stereo not given)

Source: PubChem BioAssay (Emory University Molecular Libraries Screening Center)
